# GASC-1 inh: blocks human GASC-1 demethylase activity; GST-JMJD2C(1-420) H3K9me3 demethylation, DELFIA europium; AID 2099; actives 0.069% (n = 330,000); inhibition, % at 2.35 µM;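 active = more than half of a compound's replicate wells show inhibition beyond 50%, single wells judged on their own value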;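 also: signal counts dimethyl H3K9 product captured on neutravidin plate; 0% = median of DMSO wells and 100% = 0.3 times that DMSO median; strong numbers were not always called active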
# PP1 inh: blocks human PP1-alpha phosphatase, a PP5 counter-screen; actives 0.9% (n = 320,000); purified PP1alpha, OMFP fluorescence; P62136; inhibition, % at 6.7 µM; AID 2235;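 active = inhibition above the mean inhibition of all tested compounds plus 3 SD, computed separately for each screening campaign, cut at about 15% in these data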
# procasp7 counter: activates human procaspase-7, counter-screen for procaspase-3 activators | recombinant procaspase-7, Ac-DEVD-pNA absorbance 405 nm; D23A/D198A/D206A triple mutant, cannot self-cleave; scale: DMSO 0, 5 µM enzyme 100 | activation, % at 8.5 µM | actives 0.093% (n = 330,000);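 active = percent activation above the screen-wide mean plus 3 SD, cut at about 25% in these data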
# Target sequence (P55210 whole entry D23A/D198A/D206A): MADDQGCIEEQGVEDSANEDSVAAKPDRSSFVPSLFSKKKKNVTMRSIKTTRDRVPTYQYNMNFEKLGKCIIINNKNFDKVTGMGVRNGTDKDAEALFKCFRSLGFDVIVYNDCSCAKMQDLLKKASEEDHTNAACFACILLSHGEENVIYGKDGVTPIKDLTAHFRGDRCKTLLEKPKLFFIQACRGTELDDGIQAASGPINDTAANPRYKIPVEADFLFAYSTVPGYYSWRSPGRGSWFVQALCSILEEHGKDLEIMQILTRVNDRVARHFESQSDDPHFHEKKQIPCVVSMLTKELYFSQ
#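 Replicates: singlicate. Assay system: Procaspase-7 triple mutant (PC-7 D3A). Signal: 405 nm absorbance of p-nitroaniline. Times: 1 h preincubation, 2 h reaction. Buffer or medium: Zinc-free HEPES pH 7.4 with 300 mM NaCl, 0.01% Triton X-100. Also added: DEVD-pNA substrate. Benchmarks: DMSO wells as 0%, DMSO with 5 µM added PC-7 as 100%.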
# HCV core dimer: HCV core protein dimerization inhibition; TR-FRET GST/Flag-core106 dimerization, 1536-well; inhibition, % at 5 µM; actives 0.33% (n = 300,000);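 active = inhibition above the mean of all tested compounds plus 3 SD, set per screening campaign, cut at about 45% in these data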
#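 Material: GST/Flag-tagged HCV core106 proteins. Incubation: 4 h, 22.5 °C incubation. Read-out basis: inhibition (%) from 671 over 617 nm ratio. Measured by: TR-FRET, excitation 340 nm, emission 617 and 671 nm.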
# Efflux pump inh: inhibitors of Candida antifungal efflux pumps expressed in yeast; inhibition, % at 10 µM; actives 0.44% (n = 330,000); AID 485275; S. cerevisiae Candida pump triplex, Nile Red efflux;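 active = plate passing quality check with inhibition over a set limit, or well fluorescence over plate mean plus 4 SD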;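 also: Nile Red retained in pooled yeast measured as flow cytometry median fluorescence; 0% = buffer negative control and 100% = Enniatin B positive control; higher means more Nile Red kept so more efflux inhibition; some compounds called inactive have numbers as strong as hits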
# Fh CTSL1 inh: blocks F. hepatica cathepsin L1 in PFM18AAP counter-screen | recombinant F. hepatica cathepsin L1, Z-Leu-Arg-MCA fluorescence | inhibition, % at 5.96 µM | actives 0.49% (n = 300,000) | AID 1906;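 active = inhibition above the mean of all tested compounds plus 3 SD, set per screening campaign, cut at about 17% in these data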;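 also: 0% = plate median of test compound wells and 100% = 1 µM Z-Phe-Ala-diazomethylketone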
# TPT1 inhibitor: inhibitors of Candida albicans tRNA 2'-phosphotransferase TPT1. recombinant caTPT1, FP RNA substrate dephosphorylation. AID 1962. inhibition, % at 5 µM. actives 0.81% (n = 300,000);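 active = inhibition above the mean of all tested compounds plus 3 SD, set per screening campaign, cut at about 24% in these data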;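 also: plate controls were DMSO alone for no effect and ferristatin control at 100 nM for full effect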
# PP5 inh: inhibitors of human protein phosphatase 5 (PP5). P53041. purified PP5c, OMFP substrate fluorescence. inhibition, % at 6.7 µM. actives 0.18% (n = 320,000). AID 1987;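 active = inhibition above the campaign's mean inhibition across all tested compounds plus 3 SD, cut at about 9.5% in these data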;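 also: 0% = DMSO only and 100% = 100 µM cantharidin control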
# Target sequence (P53041 whole entry, looked up): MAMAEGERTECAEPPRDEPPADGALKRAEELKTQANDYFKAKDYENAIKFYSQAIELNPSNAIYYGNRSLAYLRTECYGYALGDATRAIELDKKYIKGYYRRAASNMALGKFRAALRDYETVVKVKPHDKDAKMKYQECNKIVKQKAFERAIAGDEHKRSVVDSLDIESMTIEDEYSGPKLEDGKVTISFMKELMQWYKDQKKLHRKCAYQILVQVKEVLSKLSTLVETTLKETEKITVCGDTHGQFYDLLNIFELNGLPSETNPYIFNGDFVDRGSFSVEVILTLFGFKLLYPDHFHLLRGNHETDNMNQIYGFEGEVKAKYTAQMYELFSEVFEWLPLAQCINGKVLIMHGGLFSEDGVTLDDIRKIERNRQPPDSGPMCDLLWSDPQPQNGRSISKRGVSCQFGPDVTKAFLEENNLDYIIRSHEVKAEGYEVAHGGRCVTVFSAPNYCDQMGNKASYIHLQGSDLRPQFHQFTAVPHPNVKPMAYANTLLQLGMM
# procasp3 activ: procaspase-3 (human) activation; P42574; recombinant procaspase-3 D3A, Ac-DEVD-pNA absorbance 405 nm; activation, % at 8.5 µM; actives 0.11% (n = 330,000);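 active = activation above the mean of all tested compounds plus 3 SD, cut at about 21% in these data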;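 also: 0% = DMSO alone and 100% = DMSO wells spiked with extra 5 µM PC-3 D3A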
#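 Technique: 405 nm absorbance of p-nitroaniline, reads at 0 and 120 min; Test system: Procaspase-3 D3A mutant; Incubation: 1 h enzyme-compound preincubation, then 2 h substrate reaction, 25 °C; Repeats: singlicate, each compound tested once; Benchmarks: low control DMSO wells, high control DMSO plus 5 µM PC-3 D3A.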
# * = called active by the depositor; i = inactive; . = not tested or not shown. Rows are unselected (roughly 2.9% active in at least one column).
SMILES,GASC-1 inh,PP1 inh,procasp7 counter,HCV core dimer,Efflux pump inh,Fh CTSL1 inh,TPT1 inhibitor,PP5 inh,procasp3 activ
N#CC1=C2C=CC=CN2CC1=O,1,-2,9,-4,0.1,0,-7,-0.5,1
Brc1ccc(-c2noc(COc3ccc4ccccc4c3)n2)o1,-5,6,4,19,-0.2,-2,-4,0.9,8
CC(=O)Nc1sc(N/N=C\c2ccccc2F)nc1-c1cccs1,-5,-6,-1,-15,0.0,2,-1,-6.9,-4
CCOC(=O)N1CCN(C(=O)/C=C/c2ccc3c(c2)OCO3)CC1,0,-2,0,0,-0.1,-1,-1,-0.8,-6
NC(=O)CC(NC(=O)Cc1ccc(Cl)cc1)c1ccc(NC2CCCCC2)c([N+](=O)[O-])c1 (stereo unspecified),1,2,8,8,-0.1,3,1,0.1,1
O=C(NC1CCCCC1)C(c1ccc2ncccc2c1)N(Cc1cccs1)C(=O)c1cccs1 (stereo unspecified),.,1,0,6,0.1,-4,-1,3.6,8
NC(=O)CSc1nnc(C2CC2)n1Cc1ccccc1,4,-2,15,-6,-0.1,2,0,-2.3,-10
O=C(CN1c2ccccc2S(=O)(=O)c2ccccc21)Nc1ccccc1F,-1,-3,-5,12,-0.1,0,-2,1.5,-3
COc1ccc(-n2cnnc2SCc2ncc(-c3ccccc3)o2)cc1,-4,-3,-1,-4,-0.1,-1,-1,-2.6,10
COc1cc(CNCc2ccccc2C(F)(F)F)cc(OC)c1,7,-2,17,-3,-0.1,1,-1,0.4,-9
CC(=O)Oc1ccc2c(=O)c(-c3ccccc3)coc2c1,27,0,-2,0,0.0,-14,-2,0.2,-2
Cc1ccc2nc(-c3ccccc3)c(-c3ccccc3)nc2c1,6,-4,3,1,0.1,2,-3,-3.8,7
CC(/C=N\NC(=O)Cn1cncn1)=C/c1ccc(C(C)C)cc1,2,-5,-6,5,0.0,-6,0,-0.7,1
COc1ccc2c(c1)[C@H]1[C@H](CO2)[C@H](c2ccccc2)[C@]2(C)C(=O)Nc3cc(Cl)ccc3C(=O)N12,-7,5,1,11,0.3,0,1,3.6,2
CCOC(=O)Cc1csc(NC(=O)CSc2nncn2C)n1,-7,-3,5,-2,-0.1,-4,-8,-0.8,-3
O=C(O)Cc1c(-c2ccccc2Cl)c2cc(Br)ccc2[nH]c1=O,1,-2,1,8,0.1,-2,1,-0.1,-5
CC(=O)c1sc(C(C)(C)C)cc1NC(=O)c1ccccc1C(=O)O,-28,-4,9,8,0.1,0,4,1.6,13
Cc1cc(C)c(NC(=O)COC(=O)c2nc3nccc(C)n3n2)c(Cl)c1,-1,-2,-5,.,0.1,.,.,-1.4,4
O=C(OCc1nc2ccccc2[nH]1)C12CC3CC(CC(C3)C1)C2,-3,-4,6,2,-0.1,8,1,-0.4,-2
COc1ccc(S(=O)(=O)Nc2cccc(S(=O)(=O)N3CCCC3)c2)cc1OC,i,-2,5,-2,0.0,1,-5,-1.1,2

# Another view of part of the listing above:
canonical_smiles	GASC-1 inh	PP1 inh	procasp7 counter	HCV core dimer	Efflux pump inh	Fh CTSL1 inh	TPT1 inhibitor	PP5 inh	procasp3 activ
Brc1ccc(-c2noc(COc3ccc4ccccc4c3)n2)o1	-5	6	4	19	-0.2	-2	-4	0.9	8
CC(/C=N\NC(=O)Cn1cncn1)=C/c1ccc(C(C)C)cc1	2	-5	-6	5	0.0	-6	0	-0.7	1
CCOC(=O)Cc1csc(NC(=O)CSc2nncn2C)n1	-7	-3	5	-2	-0.1	-4	-8	-0.8	-3
O=C(CN1c2ccccc2S(=O)(=O)c2ccccc21)Nc1ccccc1F	-1	-3	-5	12	-0.1	0	-2	1.5	-3
CC(=O)Nc1sc(N/N=C\c2ccccc2F)nc1-c1cccs1	-5	-6	-1	-15	0.0	2	-1	-6.9	-4
COc1ccc2c(c1)[C@H]1[C@H](CO2)[C@H](c2ccccc2)[C@]2(C)C(=O)Nc3cc(Cl)ccc3C(=O)N12	-7	5	1	11	0.3	0	1	3.6	2

# (more compounds)
SMILES,GASC-1 inh,PP1 inh,procasp7 counter,HCV core dimer,Efflux pump inh,Fh CTSL1 inh,TPT1 inhibitor,PP5 inh,procasp3 activ
O=C(CSc1ccccc1)Nc1ccc(NC(=O)c2ccco2)cc1,-14,0,-7,5,-0.1,5,1,-0.8,-6
Cc1ccc2nsnc2c1NC(=O)c1ccc2c(c1)OCCO2,2,4,8,4,-0.1,0,2,1.0,0
CCN1CCS/C1=C/C=C/C1=[N+](CC)CCS1,2,0,-23,-5,-0.1,15,25*,-2.4,-18
CO/N=C(\Cn1ncc(NC2CCCCC2)c(Br)c1=O)c1ccc(Cl)cc1,-20,6,13,12,0.2,1,-2,1.7,4
CC(=O)NC(Cc1c[nH]c2ccccc12)C(=O)NCCc1ccccn1 (stereo unspecified),1,0,-5,-5,0.3,-4,0,1.6,-7
CC1(C)CC(=O)C2=C(C1)OC(N)=C(C#N)C2C1C=CCCC1 (stereo unspecified),15,2,8,-1,-0.1,2,-2,1.6,0
CC(=O)Nc1ccc(NC(=O)C(C)OC(=O)c2ccc(N(C)C)cc2)cc1 (stereo unspecified),-3,-5,4,0,0.1,1,0,1.9,0
Cc1cc(S(=O)(=O)NCCCN2CCOCC2)c(Cl)cc1Cl,3,-1,4,4,0.2,1,3,0.8,3
Cc1ccc(NC(=S)Nc2cccc(-c3n[nH]c(=S)o3)c2)cc1,-19,1,-9,-5,0.2,3,1,2.1,-8
COC(=O)C(O)(NC(=O)NC(C)=O)C(F)(F)F (stereo unspecified),8,-1,16,-9,0.0,-2,-2,4.3,3
C/C(=N\NC(=O)c1ccc(NS(=O)(=O)c2cccs2)cc1)c1ccc(C(C)(C)C)cc1,-6,-5,10,18,0.2,1,0,2.7,-4
COc1ccc(-c2cc(C(=O)Nc3cc(C)n(Cc4ccc(Cl)cc4)n3)no2)cc1OC,2,-2,-6,8,0.0,7,1,0.1,-1
COc1cccc(-c2cc(C(=O)NCc3ccc(Cl)cc3)no2)c1,1,14,1,7,-0.1,1,2,3.6,3
O=C(CSc1cccc[n+]1[O-])Nc1ccc(Br)cc1Br,3,.,3,.,-0.2,.,.,.,-4
COc1ccc(C(=O)C2CCCN(C(=O)c3ccnn3C)C2)c(C)c1 (stereo unspecified),-2,1,2,0,0.0,2,0,0.3,5
O=C(NC1(Cc2ccccc2)CCN(Cc2ccc(-c3ccccc3)cc2)C1=O)c1ccccc1 (stereo unspecified),-8,9,4,.,0.1,.,.,2.0,4
CCOC(=O)Cn1c(=O)oc2cc(S(=O)(=O)NCCC(C)C)ccc21,4,0,11,-4,-0.1,0,-1,2.1,10
CN(C(=O)c1cc(C(=O)N(C)c2ccccc2)cc([N+](=O)[O-])c1)c1ccccc1,-6,-3,-5,1,0.1,0,1,2.4,2
O=C(CS(=O)(=O)Cc1ccccc1)NCc1ccccc1Cl,-3,3,10,6,0.1,2,-1,0.1,-4
O=C(Nc1cccc(Cl)c1)c1cc2c(=O)n3ccccc3nc2s1,-8,2,-1,-36,0.1,2,1,1.3,-2
CN(C(=O)c1ccc2ccccc2c1)c1ccccn1,-2,-5,3,-3,0.0,-5,-3,-0.5,11
CN(C)CCCN=Cc1c(-c2ccccc2)[nH]n(-c2nc3ccccc3s2)c1=O,3,26*,3,7,0.2,6,0,2.9,8
CCN(CC)S(=O)(=O)c1ccc(C)c(NC(=O)CN2C(=O)NC3(CCCC3)C2=O)c1,10,0,0,-1,0.1,-2,-2,0.0,-2
CCOC(=O)C1CCN(c2ccc(C(=O)O)cc2[N+](=O)[O-])CC1,-13,1,6,-14,0.0,0,-3,3.0,1
O=C(CSc1ncnc2nc[nH]c12)c1ccc2ccccc2c1,-12,-2,3,3,0.0,-3,-4,2.1,7
COCCOC(=O)c1c(C)oc2ccc(OC(=O)c3ccco3)cc12,10,-1,18,-16,0.1,-26,-3,3.6,3
CCOC(=O)c1c(C)n(C)c2ccc(OCC(O)CNC(CC)CO)cc12 (stereo unspecified),-7,2,6,4,-0.1,-3,-3,4.3,0
Cc1ccc(C(=O)OCC(=O)Nc2ncc(Cl)cc2Cl)cc1NC(=O)c1ccco1,1,-1,-16,18,0.1,-5,3,0.3,-5
CC1(C)C2CCC(C2)C1(C)NC(=O)CN1CCOCC1 (stereo unspecified),.,1,0,-6,0.0,-1,-6,0.1,-8
O=C(CCNC(=O)c1ccc(Br)cc1)NCc1ccncc1,1,-1,8,-2,0.2,1,2,0.5,4
COc1cccc(C2Nc3ccccc3C(=O)N2c2ccc(F)cc2)c1O (stereo unspecified),7,-4,-2,9,0.6,-5,2,1.8,1
COc1cc(OC)cc(C(=O)Nn2cc(C(=O)N3CCN(C)CC3)c3ccccc3c2=O)c1,15,2,7,1,0.1,-2,-2,-0.2,3

# Three entries from above in another layout:
smiles | GASC-1 inh | PP1 inh | procasp7 counter | HCV core dimer | Efflux pump inh | Fh CTSL1 inh | TPT1 inhibitor | PP5 inh | procasp3 activ
CN(C)CCCN=Cc1c(-c2ccccc2)[nH]n(-c2nc3ccccc3s2)c1=O | 3 | 26* | 3 | 7 | 0.2 | 6 | 0 | 2.9 | 8
CCN(CC)S(=O)(=O)c1ccc(C)c(NC(=O)CN2C(=O)NC3(CCCC3)C2=O)c1 | 10 | 0 | 0 | -1 | 0.1 | -2 | -2 | 0.0 | -2
CCOC(=O)C1CCN(c2ccc(C(=O)O)cc2[N+](=O)[O-])CC1 | -13 | 1 | 6 | -14 | 0.0 | 0 | -3 | 3.0 | 1

# Quoted from the listing:
# For Fh CTSL1 inh, COc1cc(OC)cc(C(=O)Nn2cc(C(=O)N3CCN(C)CC3)c3ccccc3c2=O)c1 has the entry -2
# For Fh CTSL1 inh, Cc1ccc(C(=O)OCC(=O)Nc2ncc(Cl)cc2Cl)cc1NC(=O)c1ccco1 has the entry -5
# For PP5 inh, CCN(CC)S(=O)(=O)c1ccc(C)c(NC(=O)CN2C(=O)NC3(CCCC3)C2=O)c1 has the entry 0.0

# Compound activity deposited in PubChem BioAssay by several laboratories.
